GSK3A inh: blockers of GSK3A enzyme activity – biochemical, luminescence, cell-free homogeneous, HTS, primary screen; inhibition, % at 10 µM; GSK-3 alpha kinase, ADP-Glo luminescence, 60 min; 0.1% of 320,000 active; Glycogen synthase kinase-3 alpha (Homo sapiens), P49840;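 in the data active = inhibition above about 50%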;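 also: GST-tagged GSK-3 alpha with peptide substrate and 25 µM ATP; 0% = DMSO neutral wells and 100% = GW8510 positive control wells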
Target sequence (P49840 whole entry, looked up): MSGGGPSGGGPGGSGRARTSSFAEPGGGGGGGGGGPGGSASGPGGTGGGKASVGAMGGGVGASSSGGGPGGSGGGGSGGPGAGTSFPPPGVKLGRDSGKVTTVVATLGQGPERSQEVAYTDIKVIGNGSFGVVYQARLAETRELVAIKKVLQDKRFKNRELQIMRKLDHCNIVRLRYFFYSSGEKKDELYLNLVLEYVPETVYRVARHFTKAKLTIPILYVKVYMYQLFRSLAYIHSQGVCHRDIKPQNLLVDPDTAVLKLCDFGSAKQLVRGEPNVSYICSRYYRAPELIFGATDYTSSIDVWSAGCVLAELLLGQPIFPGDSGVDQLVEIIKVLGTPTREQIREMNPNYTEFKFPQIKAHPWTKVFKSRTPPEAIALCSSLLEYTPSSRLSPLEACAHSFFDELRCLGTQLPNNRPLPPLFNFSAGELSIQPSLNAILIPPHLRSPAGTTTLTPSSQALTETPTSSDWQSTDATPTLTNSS
HSF-1 act: HSF-1 activators, primary screen, NIH3T3-HGL cells, MG132 stress, luminescence, single point. NIH3T3-HGL HSF-1 luciferase reporter, 8 h; 100% = twice DMSO control signal. activation, % at 9 µM. 1.7% of 300,000 active;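 active = mean replicate activation of at least 50% with a set share of replicates each reaching 50%; inconclusive = only one of those two conditions met; inactive = mean below 50% and too few replicates reaching it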;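 also: 0% = median of the neutral control wells and 100% = twice that signal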
Dyrk1A ADPGlo: rat Dyrk1A kinase inhibitors, primary screen, biochemical, single point, plate reader; Dual specificity tyrosine-phosphorylation-regulated kinase 1A (Rattus norvegicus), Q63470; ADP-Glo luminescence, NFATc1 peptide; inhibition, % at 12.5 µM; 0.43% of 310,000 active; AID 504441, 2011; in the data active = inhibition above about 50%;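 also: plate controls were vehicle with enzyme for no effect and no enzyme for full effect; many of its hits are not listed in these tables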
HSF1 inhib: HSF1 inhibitors in luciferase reporter cells, primary screen, cell-based, NIH3T3, luminescence; NIH3T3-HGL HSE-luciferase, MG132-induced, luminescence 8 h; active compounds read low; activity change, negative = inhibition, % at 7.5 µM (by protocol); 0.77% of 300,000 active; AID 2098, 2009;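 active = more than half of replicate wells show activity change below -50%, luminescence cut by over half; inconclusive = some wells, but at most half, below -50%; inactive = no replicate well below -50%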;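 also: luciferase reports HSF-1 transcriptional activity via heat shock element; 0% = median of DMSO wells and -100% = zero luminescence signal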
GSK3beta inhib: human GSK3beta kinase inhibitors, primary screen, biochemical, cell-free homogeneous, HTS; GST-GSK3beta kinase, ADP-Glo luminescence, 60 min; active compounds read low; Glycogen synthase kinase-3 beta (Homo sapiens), P49841; 0.038% of 300,000 active; activity score (negative = inhibition), % at 10 µM;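 active = more than half of replicate wells score below -50%, meaning over 50% inhibition versus plate controls; inconclusive = some replicates but at most half score below -50%; inactive = no replicate scores below -50%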;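 also: 0% = median DMSO wells and -100% = median GW8510 positive control wells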
Target sequence (P49841 whole entry, looked up): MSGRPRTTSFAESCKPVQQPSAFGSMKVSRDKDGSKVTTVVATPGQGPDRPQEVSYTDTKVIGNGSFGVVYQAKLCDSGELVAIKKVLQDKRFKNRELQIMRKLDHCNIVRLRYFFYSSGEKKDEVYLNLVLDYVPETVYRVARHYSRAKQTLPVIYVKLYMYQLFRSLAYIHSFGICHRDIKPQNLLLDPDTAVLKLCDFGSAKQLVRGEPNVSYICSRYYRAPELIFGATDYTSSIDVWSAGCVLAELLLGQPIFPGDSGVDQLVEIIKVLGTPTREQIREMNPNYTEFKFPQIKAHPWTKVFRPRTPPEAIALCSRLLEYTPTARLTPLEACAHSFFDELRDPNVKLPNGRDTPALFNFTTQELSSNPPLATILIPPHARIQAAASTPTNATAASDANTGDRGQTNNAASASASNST
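Test system – GST-tagged human GSK3beta kinase, cell-free · Incubation – 60 min enzyme reaction, room temperature · Signal – ADP-Glo luminescence · Also added – peptide substrate and ATP at 25 µM · Controls – DMSO neutral wells and GW8510 at 20 µM as positive · Buffer or medium – Tris/MgCl2 kinase buffer · Measure – Luminescence-derived activity versus plate DMSO and GW8510 wells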
HDAC3 inh: HDAC3 deacetylase inhibitors, primary screen, biochemical, fluorescence, cell-free homogeneous | Histone deacetylase 3 (Homo sapiens), O15379 | inhibition, % at 8.3 µM | AID 2718, 2010 | 0.15% of 320,000 active | recombinant HDAC3, fluorogenic peptide/trypsin coupled; in the data active = inhibition above about 26%, passing the limit was not always enough; inconclusive = no clear call, values can overlap the other calls
HSP90 refold inh: HSP90 inhibitors, primary screen, cell lysate, luminescence. Rabbit reticulocyte lysate, luciferase refolding luminescence, 3 h. inhibition, % at 5.6 µM. 0.91% of 290,000 active. Heat shock protein HSP 90 (rabbit reticulocyte lysate; luciferase refolding);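 active = inhibition above the screen-wide mean plus 3 SD, computed separately per campaign, cut at about 16% in these data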;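 also: 0% = DMSO wells and 100% = 60 µM geldanamycin wells; inhibitors lower the luminescence because luciferase stays unfolded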
PolyA inh: polyadenylation inhibitors in yeast reporter cells, primary screen, luminescence, S. cerevisiae. 0.02% of 300,000 active. calls only at 12 µM. S. cerevisiae SKY197-pL101 polyadenylation reporter, beta-gal luminescence; efflux-impaired pdr1/pdr3 knockout yeast; score 100 = 6 SD above DMSO;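 active = lowest replicate activity score at least 50, where 100 means six control SD above control mean; inconclusive = lowest score under 50 but half or more replicates reach 50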;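 also: yeast exposed to compound for 9 h at 30 °C; higher score means more reporter readthrough which indicates perturbed polyadenylation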
AI-2 QS modul: Vibrio harveyi AI-2 quorum sensing modulators, primary screen, JMH597 strain, luminescence/OD600 ratio. Vibrio harveyi JMH597 AI-2 luminescence/OD600 ratio, 9 h; active compounds read low; strain lacks LuxN and CqsS sensors; 0 = neutral-control median. activity change, % at 7.5 µM. 0.4% of 300,000 active. AID 2094, 2009; in the data active = activity change below about -75%, passing the limit was not always enough; inconclusive = no clear call, values can overlap the other calls;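 also: luminescence divided by OD600 gain over 9 h not by final OD600 alone; inactives centre near 13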
Platelet DG rel: inhibitors of platelet dense granule secretion, primary screen, cell-based, MLPCN, human platelets; human platelet-rich plasma, SFLLRN dense granule ATP release, luminescence; 0.22% of 300,000 active; inhibition, %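 (compounds screened at 7.5 µM in platelet-rich plasma)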;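 active = mean replicate score, as percent of positive control, at or above 50; inconclusive = mean below 50 but at least one replicate at or above 50; inactive = mean and every replicate below 50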
An asterisk follows results filed as active; i = inactive; ? = inconclusive; nt = no result given. The list is partial, so the mix of outcomes need not match the whole.

SMILES	GSK3A inh	HSF-1 act	Dyrk1A ADPGlo	HSF1 inhib	GSK3beta inhib	HDAC3 inh	HSP90 refold inh	PolyA inh	AI-2 QS modul	Platelet DG rel
COc1cc(NC(=S)N(C)CCC#N)c(OC)cc1Cl	-1	10	-9	6	-2	-1	-2	i	13	-9
O=C(CNC(=O)[C@@H]1Cc2ccccc2CN1)NCc1ccco1	1	8	-2	0	6	3	-1	i	17	1
Nc1ccc(S(=O)(=O)Nc2ccc(S(N)(=O)=O)cc2)cc1	-1	8	-4	-6	-1	-4	-2	i	0	11
COc1ccc(NC(=O)NCCCCc2ccccc2)cc1OC	1	-1	nt	0	1	-3	-4	i	13	-5
COc1ccc(C(=O)Nc2ccccc2)cc1S(=O)(=O)Nc1cc(C)on1	1	-5	-2	-7	-1	3	1	i	29	-1
O=C(NCCO)C(=O)NCC(c1ccc2c(c1)OCO2)N1CCN(c2ccc(F)cc2)CC1 (stereo not given)	1	-17	-5	-3	0	12	-4	i	35	-11
O=C(O)CC(=O)Nc1ccc(Oc2ccc(C(F)(F)F)cn2)c(Cl)c1	1	3	-5	-4	0	2	-2	i	15	-3
Cc1ccc(NC(=O)CSc2n[nH]c(-c3ccncc3)n2)cc1C	2	10	-1	2	-2	4	12	i	25	0
CC(C)n1c(NCc2c[nH]c3ccccc23)nc2ccccc21	1	-1	0	-7	-1	9	1	i	10	nt
Cc1cccc(C(=O)NNC(=O)CCn2nnc3ccccc32)c1	0	89*	2	33	2	-3	3	i	23	-15
C=CCNc1oc(-c2cccs2)nc1S(=O)(=O)c1ccccc1	-2	-2	-6	-4	1	-8	-2	i	14	-4
O=S(=O)(NCCc1ccncc1)c1ccc(Br)cc1	3	9	6	-4	2	4	3	i	16	-2
O=C(c1ccccc1)N1CCC(c2nc(-c3ccc(S(=O)(=O)N4CCOCC4)cc3)no2)CC1	-2	6	-3	-4	2	-1	3	i	16	4
O=C(CSc1n[nH]c(=O)n1Cc1ccco1)N1CCOCC1	0	14	nt	-7	-9	-4	-1	i	8	-10
COCCNC(=O)COC(=O)c1cc(-c2ccc(OC)cc2)nc2ccccc12	-3	19	-3	13	2	2	4	i	3	6
O=C(O)c1ccc2c(c1Nc1ccccc1)C(=O)c1ccccc1C2=O	29	-15	49	-7	2	3	3	i	29	-4
CCCCn1c(SCC(=O)NCCc2ccc(OC)c(OC)c2)nc2c1c(=O)n(C)c(=O)n2C	7	8	2	2	3	2	-5	i	14	-2
CN(C)CCN(C(=O)c1cc(Cl)sc1Cl)c1nc2ccc(F)cc2s1	7	43	nt	18	0	0	-2	i	15	5
O=C(CSc1nnnn1C1CCCCC1)NCc1ccc2c(c1)OCO2	-4	18	0	5	0	-1	5	i	12	1
O=C(CSc1nc(-c2ccco2)cc(C(F)(F)F)n1)Nc1ccc(C(=O)N2CCOCC2)cc1	nt	-11	9	-2	1	4	-5	i	-2	-5
Cc1ccc(NC(=O)c2cc3ccccc3o2)cc1Cl	0	47	-4	39	0	0	-4	i	-31	-3
COc1ccc2c(c1)c(C(=O)CN1CCOCC1)c(C)n2C	-2	5	0	-4	-3	4	3	i	-8	0
CCc1ccccc1N(CC)C(=O)C1CCN(c2ncnc3c2nc2n3CCCCC2)CC1	0	-1	nt	0	2	1	1	i	17	7
COc1ccc(-c2onc3ccc(Br)cc23)cc1	-2	28	2	16	2	-2	-6	i	17	1
Oc1ccccc1C1CC(c2cccs2)=NC(c2cccc(Br)c2)N1 (stereo not given)	-2	49	4	35	-3	-1	1	i	-9	1
Oc1ccc2ccccc2c1N=Nc1ccccn1	-1	-58	19	-48	-2	-4	12	i	23	-4
O=C(COc1ccc(-c2ccccc2)cc1)N/N=C/c1cccnc1	-2	2	-1	3	-2	4	0	i	9	4
CC(C)(CO)NC(=O)CC1C(=O)NCCN1Cc1ccc(-c2ccccc2)cc1 (stereo not given)	-2	nt	-4	nt	-1	?	0	i	14	-2
C=C(C)CC(NCc1ccco1)c1ccc(OC)cc1 (stereo not given)	-1	1	-10	-4	-3	1	1	i	10	6
COCCC(=O)N1CCc2c([nH]c3ccccc23)C1C(C)(C)C (stereo not given)	2	-1	9	-10	1	2	6	i	-3	-7
Cc1ccc([C@@H]2[C@@H]3C(=O)N(c4ccccc4)C(=O)[C@@H]3[C@]3(C)C(=O)N(Cc4ccccn4)CC(=O)N23)o1	0	17	nt	2	0	-3	-1	i	-1	1
CC1(C)CC(=O)C(N=Nc2cccc(F)c2C#N)=C(O)C1	0	13	11	4	2	6	1	i	31	16
COc1cc(NC(=O)COC(=O)c2ccccc2SCC(=O)N2CCCC2)cc(OC)c1	0	-3	-2	-1	4	0	nt	i	3	3
C#CCOCCOCCOCCNc1nc(N2CCOCC2)nc(N2CCN(C(=O)[C@H](Cc3ccc(O)cc3)n3cc([C@@H](N)C(C)CC)nn3)CC2)n1 (stereo not given in full)	0	-6	4	-2	3	-2	1	i	13	-1
COc1ccc(NS(=O)(=O)c2cccc(C(=O)NNC(=O)CNC(=O)c3cccc(C)c3)c2)cc1	-2	0	7	-3	-2	-5	-4	i	13	11
S=C(Nc1ccc(Cl)cc1)Nc1ccc2c(c1)OCCO2	nt	nt	-5	nt	-11	7	-5	nt	15	nt
COc1ccc(N(Cc2cc3ccccc3[nH]c2=O)C(=O)C2CCCO2)cc1 (stereo not given)	-1	-11	-2	-5	1	8	-1	i	-1	-3
O=C(O)CN=C(NS(=O)(=O)c1ccc(Cl)cc1)c1ccccc1	-2	5	3	-1	-5	-1	3	i	-5	3
O=C1CSC(=Nc2ccc(O)cc2)N1	3	-11	21	4	-1	4	5	i	-6	-1
S=c1[nH]nc(-c2cc(-c3ccccc3)n[nH]2)n1/N=C/c1c(Cl)cccc1Cl	-1	10	nt	-7	-1	14	0	i	9	-7

Some of these compounds in order of molar mass, largest number first.
SMILES	GSK3A inh	HSF-1 act	Dyrk1A ADPGlo	HSF1 inhib	GSK3beta inhib	HDAC3 inh	HSP90 refold inh	PolyA inh	AI-2 QS modul	Platelet DG rel
C#CCOCCOCCOCCNc1nc(N2CCOCC2)nc(N2CCN(C(=O)[C@H](Cc3ccc(O)cc3)n3cc([C@@H](N)C(C)CC)nn3)CC2)n1 (stereo not given in full)	0	-6	4	-2	3	-2	1	i	13	-1
Cc1ccc([C@@H]2[C@@H]3C(=O)N(c4ccccc4)C(=O)[C@@H]3[C@]3(C)C(=O)N(Cc4ccccn4)CC(=O)N23)o1	0	17	nt	2	0	-3	-1	i	-1	1
COc1cc(NC(=O)COC(=O)c2ccccc2SCC(=O)N2CCCC2)cc(OC)c1	0	-3	-2	-1	4	0	nt	i	3	3
CC(C)(CO)NC(=O)CC1C(=O)NCCN1Cc1ccc(-c2ccccc2)cc1 (stereo not given)	-2	nt	-4	nt	-1	?	0	i	14	-2
O=C(O)CN=C(NS(=O)(=O)c1ccc(Cl)cc1)c1ccccc1	-2	5	3	-1	-5	-1	3	i	-5	3
S=C(Nc1ccc(Cl)cc1)Nc1ccc2c(c1)OCCO2	nt	nt	-5	nt	-11	7	-5	nt	15	nt
COCCC(=O)N1CCc2c([nH]c3ccccc23)C1C(C)(C)C (stereo not given)	2	-1	9	-10	1	2	6	i	-3	-7
COc1ccc(-c2onc3ccc(Br)cc23)cc1	-2	28	2	16	2	-2	-6	i	17	1
COc1ccc2c(c1)c(C(=O)CN1CCOCC1)c(C)n2C	-2	5	0	-4	-3	4	3	i	-8	0
CC1(C)CC(=O)C(N=Nc2cccc(F)c2C#N)=C(O)C1	0	13	11	4	2	6	1	i	31	16
Cc1ccc(NC(=O)c2cc3ccccc3o2)cc1Cl	0	47	-4	39	0	0	-4	i	-31	-3
C=C(C)CC(NCc1ccco1)c1ccc(OC)cc1 (stereo not given)	-1	1	-10	-4	-3	1	1	i	10	6
O=C1CSC(=Nc2ccc(O)cc2)N1	3	-11	21	4	-1	4	5	i	-6	-1

(list continues)
SMILES	GSK3A inh	HSF-1 act	Dyrk1A ADPGlo	HSF1 inhib	GSK3beta inhib	HDAC3 inh	HSP90 refold inh	PolyA inh	AI-2 QS modul	Platelet DG rel
Cc1ccc(-n2c(SCC(=O)Nc3ccc4c(c3)OCO4)nnc2-c2cccs2)cc1	nt	23	5	11	1	10	3	i	13	5
O=C(c1ccc(Br)o1)N1CCN(Cc2ccc3c(c2)OCO3)CC1	1	-8	nt	-8	-3	6	1	i	6	1
CCCCc1ccc(NC(=S)N2CCN(C(=O)c3ccco3)CC2)cc1	-1	-7	2	-11	2	0	-1	i	18	1
C/C(=C1/SC(N2CCCC2)=NC1=O)c1ccc(Br)cc1	0	nt	4	nt	3	9	1	i	8	-5
COC(=O)C(CO)Nc1ncnc2onc(-c3ccc(F)cc3)c12 (stereo not given)	-2	0	-8	-4	1	-3	-3	i	18	1
COc1cccc(C(=O)N2CCN(C3CCN(Cc4ccccc4)CC3)CC2)c1OC	0	-27	-13	-10	-2	-8	7	i	3	7
CC(C)C(=O)c1cn(CC(=O)NCC2CCCO2)c2ccccc12 (stereo not given)	-2	-10	3	1	2	1	-5	i	25	3
CCOc1cc(C(=O)O)cc(Cl)c1OCC#N	-3	8	1	-8	1	2	2	i	20	0
Cc1ccc(CNC(=O)c2ccc(S(=O)(=O)Nc3c(C)n(C)n(-c4ccccc4)c3=O)cc2)cc1	-1	-4	8	-2	3	4	-1	i	14	22
COc1cc2c(cc1OC)C(c1ccc(SC)cc1)CC(=O)N2 (stereo not given)	4	12	-1	-6	0	-5	-3	i	8	3
Cc1cccc(C)c1NC(=O)C1(N(Cc2ccco2)C(=O)c2ccccn2)CCCC1	-4	9	-6	-1	-6	1	1	i	27	2
CCOC(=O)N1CCC(N2C(=O)c3ccc(C(=O)Nc4ccc(F)cc4F)cc3C2=O)CC1	3	-4	3	1	-2	-6	-4	i	18	-1

Screening data from PubChem.
